Assay outcomes from PubChem BioAssay.
14-3-3g Raf: modulators of human 14-3-3 gamma - Raf peptide interaction; 160,000 tested, 0.19% active; inhibition, % at 40 µM; FP, 14-3-3gamma / TMR-pS259-Raf peptide binding; P61981; AID 422; in the data active = inhibition above about 30%;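 also: 0% = protein plus tracer without compound and 100% = blank with tracer alone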
Target sequence (P61981 whole entry, looked up): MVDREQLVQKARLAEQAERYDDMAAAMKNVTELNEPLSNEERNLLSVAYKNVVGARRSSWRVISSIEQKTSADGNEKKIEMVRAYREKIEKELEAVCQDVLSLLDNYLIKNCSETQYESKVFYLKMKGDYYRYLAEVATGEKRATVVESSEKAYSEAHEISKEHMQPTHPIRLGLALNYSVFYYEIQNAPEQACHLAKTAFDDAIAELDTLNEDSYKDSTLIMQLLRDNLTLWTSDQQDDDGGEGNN
* hit, by the source's call; & = joins results of further samples.

compound,14-3-3g Raf
Cc1sc2ncn(CC(=O)Nc3ccc(F)cc3)c(=O)c2c1S(=O)(=O)N1CC(C)CC(C)C1 (configuration not stated),-40
COc1ccccc1CN1C(=S)SC(C)(C)C1NO (configuration not stated),2
Cc1cccc(NC2=NS(=O)(=O)c3ccccc32)c1,3
N#Cc1nc(COc2ccc(Cl)cc2)oc1N1CCCC1,4&0
C/C(=N\O)C(=O)NCc1ccncc1,-6
CCC(=O)N1CCc2cc(Br)cc(S(=O)(=O)NCCN3CCN(c4ccccc4F)CC3)c21,-7
C=COCCn1c(-c2nonc2N)nc2ccccc21,-17
COC(=O)C1=CN(C2CC2)C=C(C(=O)OC)C1c1ccc(O)c(OC)c1,-8
Cc1ccc(C2C(=O)N(C3CCC(C)CC3)CC(=O)N2C2CCCCCCC2)cc1 (configuration not stated),-6
O=c1c(Br)c(N2CCN(c3ccc(C(F)(F)F)cc3[N+](=O)[O-])CC2)cnn1-c1ccccc1,-8
Cc1csc(NC(=O)CCCOc2ccc(Cl)cc2C)n1,-1
CC(=O)C1C(=O)CC(C)(O)C(C(C)=O)C1c1cccc([N+](=O)[O-])c1 (configuration not stated),-6
CCSc1nnc(NC(=O)CSc2nc3c(c(=O)n2-c2ccccc2)SCC3)s1,-9
CCCCc1ccc(C2C(C#N)=C(N)SC(N)=C2C#N)s1,-105
CC1=NN(C(=O)c2ccc(OC(C)C)cc2)C(O)(C(F)(F)F)C1 (configuration not stated),-5
Cc1ccc(N2CCN(C(=O)CNS(=O)(=O)c3ccc(Br)s3)CC2C)cc1 (configuration not stated),-9
CC1(C)Cc2ccccc2-c2nnc(-c3ccccc3)n21,1
COC(=O)c1ccccc1NC(=O)CCc1nc(-c2ccc(C)cc2)no1,11
COC(=O)c1cc(C(=O)Nc2cc(Cl)ccc2C)cc([N+](=O)[O-])c1,3
COc1ccc(OC)c2[nH]c(=O)c(CCNC(=O)c3ccc(S(=O)(=O)N(C)C)cc3)cc12,-4&12

Grouped by structure: the entries above containing a CF3 group (2)
compound,14-3-3g Raf
O=c1c(Br)c(N2CCN(c3ccc(C(F)(F)F)cc3[N+](=O)[O-])CC2)cnn1-c1ccccc1,-8
CC1=NN(C(=O)c2ccc(OC(C)C)cc2)C(O)(C(F)(F)F)C1 (configuration not stated),-5

(further entries)
compound,14-3-3g Raf
c1ccc(-n2c(Cc3cn4ccsc4n3)nnc2N2CCOCC2)cc1,0
Cn1cnnc1SCC(=O)NC1=NCCS1,2
CC1CCCCN1S(=O)(=O)c1ccc2[nH]c(=O)cc(C(=O)NC3CCCC3)c2c1 (configuration not stated),-3
CC(=O)Nc1ccc(-c2nnc3n2CCCCC3)cc1,6
CC1CCCCN1C(=O)c1cc(-c2ccc(Cl)c(Cl)c2)on1 (configuration not stated),-3
CCOP(=O)(OCC)C(Nc1ccc(C(C)C)cc1)c1ccc([N+](=O)[O-])cc1 (configuration not stated),-6
CCOc1nonc1C(=N)/C(C(C)=O)=C(\C)O,4
O=C1C(Cc2c[nH]c3ccccc23)N=C2c3ccccc3N=C(SCc3ccc([N+](=O)[O-])cc3)N12 (configuration not stated),-31
CN(c1ccccc1)S(=O)(=O)c1ccc(C(=O)Nc2nnc(-c3ccc(F)cc3)o2)cc1,-8&-3
O=C(Cc1c(O)c2ccccc2[nH]c1=O)NC1CCCCCC1,-3
CCOc1ccc(NC(=O)CC23CC4CC(CC(C4)C2)C3)cc1,-2
CC(C)CCNC(=O)c1ccc2c(c1)N(Cc1ccccc1F)C(=O)CS2,1
CN1CCN(C(=O)CSc2nc(-c3ccncc3)ccc2C#N)CC1,-2
CCN(CC)c1nc(-c2ccccc2F)nc2ccccc12,-6
CCOC(=O)c1ccccc1NC(=O)Cc1ccccc1[N+](=O)[O-],-5
Cc1ccc2nc(NC(=O)C3CCN(S(=O)(=O)c4cccc5nsnc45)CC3)sc2c1,-4
COCCn1c(C(C)C)nc2oc3ccccc3c(=O)c2c1=O,-5
N#Cc1nc(Cc2ccccc2)oc1NCCc1ccccc1,-1
CC1=C(C(=O)OCCOC(C)C)C(c2ccc(C)o2)C2=C(CCCC2=O)N1 (configuration not stated),-2
CCOc1ccc2nc(SCc3ccc4c(c3)OCO4)sc2c1,-8

compound,14-3-3g Raf
COCCOC(=O)c1c(C)oc2ccc(OCc3ccc([N+](=O)[O-])cc3)cc12,2
COc1ccc(NC(C)=O)cc1NC(=O)CCn1c(=O)sc2ccccc21,6
CN(CC(=O)N1CCCc2c1c(=O)oc1ccc(O)cc21)C1CCCCC1,4
COc1ccc(C(=O)Nc2cc(-c3nc4ncccc4o3)ccc2C)cc1Br,1
C=CCn1c(SCC(=O)Nc2nc(-c3ccccc3)ns2)nc2sc3c(c2c1=O)CCCC3,-13
Cn1c(=O)c2c(nc(N3CCOCC3)n2CCCNC2=NCCC2)n(C)c1=O,-8
CCOC(=O)c1c(-c2ccccc2)oc2ccc(OC(=O)CC)cc12,-3
CN(CC(=O)Nc1ccccc1Cl)S(=O)(=O)c1cccs1,-18
CC(=O)Oc1ccc(C(=O)N(C)c2ccccc2)cc1,-6
O=C(NCCC1=CCCCC1)c1cc2c(=O)[nH]c3ccccc3c2s1,-70
O=C(Cn1cc(C(=S)N2CCOCC2)c2ccccc21)N1CCOCC1,-2
CC1CCCCC1NC(=O)C1C2C=CC3(CN(Cc4ccccc4Cl)C(=O)C13)O2 (configuration not stated),-2
COc1cccc(NC(=O)C2(S(=O)(=O)c3ccc(Cl)cc3)CC2)c1,-15
Oc1c(CN2CCCC2)cc(Cl)c2cccnc12,-30
CCOC(=O)c1ccccc1NC(=O)CN(c1cccc(C)c1C)S(C)(=O)=O,-8
O=C(Nc1ccc2c(c1)OCCO2)C1CCN(c2nnnn2-c2ccccc2)CC1,-8
O=C(Nc1ccc(-c2nc3ccccc3o2)cc1)c1cc([N+](=O)[O-])ccc1Br,-92
O=S(=O)(Cc1ccccc1)NCc1ccccn1,-8
Cc1cccc(Oc2cc(NC(=O)c3cc4nc(-c5ccco5)cc(C(F)(F)F)n4n3)cc([N+](=O)[O-])c2)c1,-12
COc1cccc(C2C(C(=O)Nc3ccc(Cl)cc3)=C(C)Nc3nc4ccccc4n32)c1OC (configuration not stated),7

compound,14-3-3g Raf
Cc1ccc(S(=O)(=O)C2(C(=O)N3CCCCCC3)CC2)cc1,-2&2
NS(=O)(=O)c1ccc(CCNC(=O)c2cccnc2)cc1,-2
O=C(c1ccc(S(=O)(=O)c2ccccc2)cc1)N1CCc2ccccc2C1,1
COC(=O)c1ccc(Cl)c(NC(=O)CSc2ncn[nH]2)c1,5
Cc1cccc(C)c1NC(=O)c1ccccc1NC(=O)c1ccccc1,0
COc1cccc(C2C(C(=O)Nc3cccc(F)c3)=C(C)NC3=C2C(=O)CC(C)(C)C3)c1 (configuration not stated),-6
O=C(CN1CC(c2ccccc2)CC1=O)Nc1ccc2c(c1)OCO2 (configuration not stated),1
CN1CCN(C(=O)CCSc2nc(-c3ccc4c(c3)OCO4)cc(C(F)(F)F)n2)CC1,-10
O=C(Nc1ccc(O)cc1)c1cccc(Oc2ccc([N+](=O)[O-])cc2)c1,6
CC1=C(C(=O)OCc2ccccc2)C(c2ccc(C)s2)NC(=O)N1 (configuration not stated),-2
CCOc1ccc(N(C)S(=O)(=O)c2ccc(Cl)cc2)cc1,-1
COC(=O)C1=C(C(=O)c2ccccc2)C(c2ccc(O)c(OC)c2)n2nnnc2N1 (configuration not stated),-4
COc1cc2c(cc1OC)C1C(C(=O)N3CCN(c4cc(C)ccc4C)CC3)c3ccccc3C(=O)N1CC2 (configuration not stated),4
COc1ccc(Cl)cc1NC(=O)NS(=O)(=O)c1ccc(C)cc1,-12
Nc1nonc1-c1noc(C2CCCCC2)n1,2
COc1cc(-c2nnc(SCC(=O)N3CCOCC3)o2)cc(OC)c1OC,-6
CC(C)CCn1c(Oc2ccc(Cl)cc2)nc2c1c(=O)n(C)c(=O)n2C,-8
O=C(CN(c1cc(C(F)(F)F)ccc1Cl)S(=O)(=O)c1ccccc1)Nc1ccccc1,-17
O=c1[nH]c(CN2CCN(Cc3ccc4c(c3)OCO4)CC2)nc2ccccc12,-4
Cc1cc(NC(=O)c2cc3ccccc3o2)cc(C)c1OCC(=O)N1CCOCC1,-7

compound,14-3-3g Raf
CCOc1ccc(-n2c(=O)c3c(C)c(C)sc3n(Cc3cc(=O)n4cc(Cl)ccc4n3)c2=O)cc1,-124
O=C(Nc1c(C(=O)N2CCOCC2)cnn1-c1ccccc1)c1cccc(F)c1,-9
COc1cccc(C(=O)NC2=NCCS2)c1OC,-4
CC1=C(C(=O)OCC(Cl)(Cl)Cl)C(c2ccccc2OCc2ccccc2)NC(=O)N1 (configuration not stated),-5
Cc1ccc(-c2cc(C(=O)Nc3cc(C)ccc3C)[nH]n2)c(O)c1,3
CCc1cccc(C)c1NC(=O)c1cc(C)oc1C,1
CCCCNC(=O)c1sc(=S)n2c1[nH]c(=O)c1ccccc12,-4
O=C(c1ccc(Cl)cc1Cl)C1(n2cncn2)Oc2ccccc2C1O (configuration not stated),2
Cc1ccc(NC(=O)c2ccc(S(=O)(=O)N3CC(C)CC(C)C3)cc2)c(C)c1 (configuration not stated),-1
O=S(=O)(NCCCCCNS(=O)(=O)c1ccccc1)c1ccccc1,-2
O=C(NCC(F)(F)F)Nc1nnc(C(F)(F)F)s1,7
CCn1c(=O)c(C(=O)NCc2ccc(OC)c(OC)c2)c(O)c2ccccc21,2
CCC(c1ccccc1)c1nc(-c2ccccn2)no1 (configuration not stated),-1
CCc1cccc(NC(=O)C2CCN(S(=O)(=O)c3cc(Br)cc4c3N(C(C)=O)CC4)CC2)c1,2
Cc1nnc(SCc2ccc(F)cc2)s1,-3
Cc1ccccc1CS(=O)(=O)Cc1ccc(C(=O)NCc2ccccn2)o1,33*
CN(C1=C(Cl)C(=O)N(c2ccc(Br)cc2)C1=O)c1ccccc1,-32
CCn1c(SCC(=O)N2CCCc3ccccc32)nnc1-c1ccco1,3
CCN(C(=O)CSc1nc2nc(C)cc(C)n2n1)c1cccc(C)c1,1&-3
NC(=O)c1c(NC(=O)c2cccc([N+](=O)[O-])c2)sc2c1CCCC2,-11

Random excerpt: 6 compounds from above
compound,14-3-3g Raf
CC(=O)Oc1ccc(C(=O)N(C)c2ccccc2)cc1,-6
O=C(Cc1c(O)c2ccccc2[nH]c1=O)NC1CCCCCC1,-3
COC(=O)C1=C(C(=O)c2ccccc2)C(c2ccc(O)c(OC)c2)n2nnnc2N1 (configuration not stated),-4
CC1CCCCN1S(=O)(=O)c1ccc2[nH]c(=O)cc(C(=O)NC3CCCC3)c2c1 (configuration not stated),-3
O=C(Nc1ccc(-c2nc3ccccc3o2)cc1)c1cc([N+](=O)[O-])ccc1Br,-92
CCCCc1ccc(C2C(C#N)=C(N)SC(N)=C2C#N)s1,-105

(more compounds)
compound,14-3-3g Raf
O=S1(=O)CCC(N2CCOCC2)C1 (configuration not stated),-1
Cc1nn(S(=O)(=O)c2ccc(F)cc2)c(C)c1Sc1ccc(Br)cc1,6
COC(=O)c1ccc(CSc2nc(-c3ccccc3)cs2)o1,-8
Cc1ccc(-c2cc(C(F)(F)F)n3ncc(-c4ccccc4)c3n2)cc1,1
COc1ccc(OC)c(S(=O)(=O)N(C)CC(=O)N2CCN(c3ccc(F)cc3)CC2)c1,11
O=c1c2ccccc2nnn1CSc1nnc2sc3ccccc3n12,0
Cc1ccc(N2N=C(c3ccccc3)CC2c2ccccc2)cc1 (configuration not stated),-9
CCOCCCNC(=O)C1CCCN(S(=O)(=O)N2CC(C)CC(C)C2)C1 (configuration not stated),7
CCC(C)N(CCNC(=O)CC1Oc2ccccc2NC1=O)C1CCCCC1 (configuration not stated),2
Cc1ccc(F)cc1NC(=O)c1cccc2nccnc12,4
Cc1cc(Br)ccc1NS(=O)(=O)c1cccc2cccnc12,-7
Cc1cc(Cl)ccc1N=Cc1c(O)n(C)c(=O)n(C)c1=O,-1
O=C1NC(=Nc2ccc(Cl)cc2)SC1Cc1cccc2ccccc12 (configuration not stated),-7
CCCC(=O)N(c1ccc2oc(C)c(C(=O)OC)c2c1)S(=O)(=O)c1ccc(C)c([N+](=O)[O-])c1,-7
COc1ccc(C2C=C(c3ccc(F)cc3)Nc3ncnn32)cc1 (configuration not stated),-16
COc1cc(CO)cc(Br)c1OCc1cccnc1,-2
CCOC(=O)CSc1ccc2nnc(-c3ccncc3)n2n1,-3
CC(=O)N1CCN(c2nc3cc4c(cc3nc2NS(=O)(=O)c2ccccc2)OCCO4)CC1,-5
CCOc1ccc2nc(SCC(=O)Nc3ccc(CC)cc3)sc2c1,0
Cc1ccc(OC2=NS(=O)(=O)c3ccccc32)cc1,1

Arranged by molecular weight (descending): some entries from above
compound,14-3-3g Raf
CCOCCCNC(=O)C1CCCN(S(=O)(=O)N2CC(C)CC(C)C2)C1 (configuration not stated),7
O=c1c2ccccc2nnn1CSc1nnc2sc3ccccc3n12,0
Cc1cc(Cl)ccc1N=Cc1c(O)n(C)c(=O)n(C)c1=O,-1

Further results:
compound,14-3-3g Raf
Cc1ccc(CNC(=O)CSc2nc3c(sc4ccccc43)c(=O)n2CCO)cc1,-25
Cc1cc(CN2C(=O)NC(C)(C)C2=O)c(C)cc1CN1C(=O)NC(C)(C)C1=O,4
COCCNC(=O)c1ccc(N2CCCC2=O)cc1,-3
COc1ccccc1OCCC(=O)O,7
CCOc1cc2[nH]c(=O)n(CCC(=O)NC3CCCC(C)C3C)c(=O)c2cc1OCC (configuration not stated),-1
O=C(Nc1c2c(nc3ccccc13)CCCC2)c1ccccc1F,-3
CCc1ccc(NC(=O)CCNS(=O)(=O)c2cccs2)cc1,-3
CCN(C(=O)CSc1nc2ccccc2c(=O)n1Cc1ccco1)c1cccc(C)c1,-7

As entered above.
14-3-3g Raf result of `CCc1ccc(NC(=O)CCNS(=O)(=O)c2cccs2)cc1` is entered as -3
14-3-3g Raf result of `Cc1ccc(CNC(=O)CSc2nc3c(sc4ccccc43)c(=O)n2CCO)cc1` is entered as -25

A portion of the library; rates above refer to the full screens.
